AddAB inh – less growth of phage-infected E. coli with AddAB; E. coli expressing H. pylori AddAB, absorbance growth; inhibition, % at 11.9 µM; 330,000 tested, 0.29% active; in the data active = inhibition above about 12%;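 also: 0% = vehicle wells of infected cells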
SUMO Mot1 rescue – SUMOylation pathway inhibition by Mot1-301 growth rescue; S. cerevisiae Mot1-301 growth rescue, ATP luminescence, 38.5C; percent above DMSO median, 100 means doubled; growth rescue, % at 18.8 µM; 320,000 tested, 1% active;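 active = every valid replicate shows activation above 250% relative to neutral control wells; inactive = the rest, any valid replicate at or below 250%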;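 also: OY570 slx delta 5 strain wells were the positive control but not used for scaling; some compounds called inactive have numbers as strong as hits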
Pemphigus Ab inh – inhibitors of pemphigus antibody binding to human desmoglein-3; DSG3-coupled beads, scFv-anti-DSG3-GFP binding, flow cytometry; hits give low values; binding (percent of control), % at 10 µM; AID 588358; 310,000 tested, 0.48% active; P32926;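 active = binding more than 3 SD below its plate's average and above zero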;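 also: hits lower antibody fragment binding to DSG3; some compounds called inactive have numbers as strong as hits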
PfHsp90 set2 – growth inhibition of yeast expressing Plasmodium Hsp90; S. cerevisiae expressing PfHsp90, BacTiter-Glo ATP, 48 h; yeast lacking PDR1 and PDR3 efflux regulators; inhibition, % at 9.4 µM; 310,000 tested, 0.32% active;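 active = every replicate shows inhibition above about 80%, whatever the replicate mean, limit read from the data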;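 also: 0% = DMSO neutral controls and 100% = 20 µM radicicol positive controls; yeast relying on Plasmodium falciparum Hsp90 in place of its own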
PKA-R1A act – activates the PKA-R1A holoenzyme complex; PKA-R1A dissociation, Cy5-IP20 fluorescence polarization; scaled: DMSO 0%, 113 µM cGMP 100%; AID 504707; 340,000 tested, 0.083% active; activation, % at 11.4 µM; P00514+P68181;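 active = percent activation above the mean of all tested compounds plus 3 SD, cut at about 19% in these data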;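 also: higher means more PKAc released from R1A so a rise in polarization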
OPRM1-OPRD1 ag – agonists of human mu-delta opioid receptor heterodimerization; activation, % at 9.3 µM; P35372+P41143; cells, OPRM1-OPRD1 heterodimerization, luminescence; 340,000 tested, 0.3% active; AID 504326; in the data active = activation above about 18%;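 also: 0% = vehicle-treated cells and 100% = reference agonist; values of inactives mirror those of a sister screen read the other way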
Target sequence (P35372 whole entry, looked up): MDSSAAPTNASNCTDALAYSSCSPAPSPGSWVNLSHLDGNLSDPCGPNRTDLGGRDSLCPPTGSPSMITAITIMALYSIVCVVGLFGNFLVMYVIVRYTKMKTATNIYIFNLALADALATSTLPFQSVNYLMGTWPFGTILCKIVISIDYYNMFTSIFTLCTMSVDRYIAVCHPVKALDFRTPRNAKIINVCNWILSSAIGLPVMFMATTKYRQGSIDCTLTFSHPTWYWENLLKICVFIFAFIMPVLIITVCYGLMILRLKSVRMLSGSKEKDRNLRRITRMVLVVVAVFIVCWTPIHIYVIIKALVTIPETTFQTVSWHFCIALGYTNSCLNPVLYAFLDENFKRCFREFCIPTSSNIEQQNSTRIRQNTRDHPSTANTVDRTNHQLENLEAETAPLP
Target sequence (P41143 whole entry, looked up): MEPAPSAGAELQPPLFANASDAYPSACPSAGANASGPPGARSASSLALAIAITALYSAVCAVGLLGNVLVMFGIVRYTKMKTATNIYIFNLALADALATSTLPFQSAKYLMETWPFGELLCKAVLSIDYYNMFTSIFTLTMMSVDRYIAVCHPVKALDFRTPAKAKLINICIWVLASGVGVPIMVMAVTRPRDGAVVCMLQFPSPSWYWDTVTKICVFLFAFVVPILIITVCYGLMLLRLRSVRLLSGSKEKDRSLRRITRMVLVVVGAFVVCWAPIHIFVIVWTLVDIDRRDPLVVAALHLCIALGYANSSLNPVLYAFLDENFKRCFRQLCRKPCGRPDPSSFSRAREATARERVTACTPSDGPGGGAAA
phage Ecoli inh – E. coli growth loss with phage present; growth absorbance; inhibition, % at 11.9 µM; 360,000 tested, 0.26% active; AID 651602; in the data active = inhibition above about 11%
Arr AP2 block – human beta-arrestin and AP2 interaction inhibition | inhibition, % at 10 µM | FITC-arrestin peptide / GST-AP2 beads, flow cytometry; AP2 beta2 appendage carries R879A mutation | 340,000 tested, 0.31% active;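 active = inhibition above a set limit, near 3 SD of compounds lacking own fluorescence, cut at about 54% in these data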;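 also: plate controls were DMSO wells for no effect and 5 µM unlabelled arrestin peptide for full effect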
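system = GST-tagged AP2 beta2-adaptin appendage (R879A) on 4 µm glutathione beads | reagent = FITC-labelled arrestin peptide probe, 50 nM final | schedule = compound with beads 12 min RT, then probe 1 h RT | signal = HyperCyt-sampled flow cytometry, FL1 channel, ex 488/em 535 nm | read-out = percent response from loss of bead-bound FITC fluorescence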
Tat transport – blocks Tat-dependent protein export in E. coli; E. coli MC4100 TorA-mCherry Tat export, fluorescence; inhibition, % at 10 µM; 340,000 tested, 0.036% active;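 active = mean replicate inhibition at least 50% and at least half of replicates individually reaching 50%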;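 also: exported cargo escapes ClpAP degradation while cytoplasmic cargo is degraded and loses fluorescence; 0% = median of neutral control wells and 100% = median of NaSCN control wells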
E coli growth – reduces bacterial viability in AddAB counter-screen; E. coli V3065 growth, OD600 absorbance, 18 h; inhibition, % at 11.9 µM; 330,000 tested, 0.27% active; AID 449728;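 active = inhibition above the campaign's mean inhibition across all tested compounds plus 3 SD, cut at about 9.9% in these data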;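 also: uninfected addAB+ strain grown without phage in ampicillin broth; 0% = DMSO wells and 100% = ciprofloxacin 0.95 µg/ml wells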
OPRM1-OPRD1 inv – inverse agonist of human OPRM1-OPRD1 heterodimerization. P35372+P41143. cell-based MOR-DOR heterodimer luminescence, inverse agonism. inhibition, % at 9.3 µM. 340,000 tested, 0.21% active; in the data active = inhibition above about 22%, passing the limit was not always enough;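 also: 0% = cells with DMSO and 100% = wells without cells with DMSO; values of inactives mirror those of a sister screen read the other way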
* hit, by the source's call; x = not tested or not shown.

SMILES	AddAB inh	SUMO Mot1 rescue	Pemphigus Ab inh	PfHsp90 set2	PKA-R1A act	OPRM1-OPRD1 ag	phage Ecoli inh	Arr AP2 block	Tat transport	E coli growth	OPRM1-OPRD1 inv
O=C(CCc1nnc(C2CCCCC2)o1)N1CCN(c2ccccc2F)CC1	0.7	7	97	4	-10	-1.7	2.8	4	17	-0.3	9
Cc1ccc(S(=O)(=O)N(C)CC(=O)NNC(=O)CCNS(=O)(=O)c2cccc(C)c2)cc1	0.3	5	97	8	-15	-1.5	6.9	38	-3	1.0	8
Cc1cccc(C)c1NC(=O)C(=O)c1cn(C)c2ccccc12	1.2	9	105	x	7	-1.4	1.0	33	-1	1.6	8
COc1ccc(NC(=O)c2cc([N+](=O)[O-])ccc2N2CCCCC2)cc1	3.1	49	108	-31	0	-1.3	-0.4	-2	-6	-0.9	9
COc1ccc(CNC(=O)c2c[nH]c3ccccc3c2=O)cc1	-0.6	8	110	-5	0	-0.9	0.4	42	3	4.0	5
O=c1cc(CN2CCc3ccccc32)c2ccc(O)cc2o1	0.5	9	107	3	12	-1.6	3.9	6	-6	-1.0	8
CCCCCCn1cc(C(=O)O)c(=O)c2cc(F)c(N3CCN(C)CC3)cc21	1.3	9	106	-1	3	-1.7	x	24	8	-0.4	9
COc1ccc(-c2cc3c(=O)n(CC(=O)NC4CCN(Cc5ccccc5)CC4)ncn3n2)cc1	0.9	4	109	7	6	-3.0	0.8	13	-10	3.5	17
COc1ccc(CCNC(=O)C/C(C)=N/NC(=O)c2ccc([N+](=O)[O-])cc2Cl)cc1OC	-0.2	-2	112	3	-9	-0.6	1.8	16	1	-0.4	3
CC(NC(=O)c1ccc(F)cc1)c1ccccc1 (stereo not drawn)	0.1	-15	107	-30	8	-1.5	1.8	0	-7	2.6	8
CC(C)(C)c1ccc(S(=O)(=O)N2CCC(c3nc4ccc(Cl)cc4[nH]3)CC2)cc1	0.6	-30	120	-24	-6	3.8	5.1	-5	-9	2.1	-22
O=C1C=CC(=O)N1c1ccc(OC(F)F)cc1	5.9	76	62*	127*	0	0.9	-2.2	-2	5	-0.2	-5
CCCCc1cc(=O)oc2cc(C)cc(OC(C)C(=O)NC(Cc3c[nH]c4ccc(O)cc34)C(=O)O)c12 (stereo not drawn)	3.2	449	102	14	-5	-4.1	1.3	22	-3	-0.3	21
Cc1[nH]c2ccccc2c1/C=C/C(=O)c1ccccc1	-0.9	-20	143	18	-1	2.7	1.5	-2	3	-1.3	-14
CCCn1c(=S)[nH]c2cc(C(=O)N3CCN(c4ccccc4OC)CC3)ccc2c1=O	0.2	8	86	-6	2	-1.4	0.4	-6	4	0.7	8
Cc1ccc(N(CC(=O)NC2CCCC2)C(=O)CNC(=O)c2cccs2)c(C)c1	4.1	-11	x	0	-7	4.2	0.0	2	16	-1.6	-27
CC(=O)NS(=O)(=O)c1ccc(NC(=O)CCC(=O)Oc2ccc(C)cc2)cc1	0.9	-4	93	5	6	-1.3	3.3	9	-10	2.7	8
O=C(CC1C(=O)N(c2ccccc2)C(=O)N1Cc1ccco1)Nc1ccccc1 (stereo not drawn)	2.6	-22	x	5	-2	-2.4	-0.2	49	-2	2.2	11
COc1ccc(OCCC(=O)N2CCN(C)CC2)cc1	0.3	4	100	15	3	-3.2	0.5	-12	-8	-0.8	15
O=c1oc2cc(OCc3nn[nH]n3)ccc2c2c1CCCC2	1.8	-6	85	x	-9	-2.4	1.8	7	0	2.2	12
CCCCN(CCCC)c1nn[nH]n1	x	x	113	24	3	-1.7	2.1	-2	-3	x	9
CC1(C)N=C(c2cccc(F)c2)C(=O)N1	-0.3	2	96	0	5	0.1	x	7	-16	0.2	0
CCC(CO)NC(=O)c1cc2c(s1)CCC2 (stereo not drawn)	-0.5	-13	96	-1	1	-1.9	1.5	10	13	0.1	11
Cn1c(=O)c2[nH]c(NCC3CCCO3)nc2n(-c2ccccc2)c1=O (stereo not drawn)	-1.6	3	104	3	0	1.4	1.5	15	3	-1.4	-8
O=C(Nc1nc2c(Br)cc(Br)cc2c(=O)s1)C1CCC1	1.9	18	100	7	1	-0.9	-0.1	-25	-16	5.2	5
Cc1cc(OCc2n[nH]c(=S)n2-c2ccccc2)ccc1Cl	2.7	54	94	4	0	2.1	1.6	5	8	0.7	-10
Cc1c(OCC(=O)NCCN2CCOCC2)ccc2c3c(c(=O)oc12)CCC3	0.1	0	100	-19	-12	-2.2	-1.8	-7	-8	1.6	12
COC(=O)C1=C(C(=O)OC)C(c2cc(Br)ccc2O)c2sc(=O)[nH]c2S1 (stereo not drawn)	-0.2	37	100	-27	-12	-2.2	4.9	32	-2	-1.8	12
CCOC(=O)c1sc(NC(=O)CCCn2nc([N+](=O)[O-])cc2C)c(C(=O)OCC)c1C	-0.2	4	112	-3	-10	-3.2	4.0	-1	2	-0.9	17
O=c1[nH]c(=O)n(Cc2ccccc2)c2c1CCC2	1.9	-3	109	-2	-9	1.9	2.0	0	2	0.6	-12

Full records as entered above. Screens in order: AddAB inh | SUMO Mot1 rescue | Pemphigus Ab inh | PfHsp90 set2 | PKA-R1A act | OPRM1-OPRD1 ag | phage Ecoli inh | Arr AP2 block | Tat transport | E coli growth | OPRM1-OPRD1 inv
Results for `O=c1[nH]c(=O)n(Cc2ccccc2)c2c1CCC2` = 1.9 | -3 | 109 | -2 | -9 | 1.9 | 2.0 | 0 | 2 | 0.6 | -12
Results for `CCC(CO)NC(=O)c1cc2c(s1)CCC2` (stereo not drawn) = -0.5 | -13 | 96 | -1 | 1 | -1.9 | 1.5 | 10 | 13 | 0.1 | 11

The list goes on.
SMILES	AddAB inh	SUMO Mot1 rescue	Pemphigus Ab inh	PfHsp90 set2	PKA-R1A act	OPRM1-OPRD1 ag	phage Ecoli inh	Arr AP2 block	Tat transport	E coli growth	OPRM1-OPRD1 inv
COc1ccc(-c2cc(C(=O)Nc3cc(C)on3)no2)cc1	0.1	-2	83	-12	1	0.5	-0.9	39	-3	0.4	-2
CC1CCCN(C(=O)c2ccc(NS(=O)(=O)c3ccc4[nH]c(=O)[nH]c4c3)cc2)C1 (stereo not drawn)	-1.2	395	107	1	0	-0.7	2.3	-13	10	0.3	5
C=CCNC(=O)/C(C#N)=C/c1c(C)nn(-c2ccccc2)c1Cl	-0.1	-3	107	-15	-7	0.4	1.2	14	-3	1.8	-2
c1csc(C(c2nnnn2C2CCCC2)N2CCCC3(CCCCC3)C2)c1 (stereo not drawn)	2.3	-25	106	-2	-18	-0.9	-1.6	6	-11	0.8	6
CCn1cc(C(=O)NCCC(=O)NCCCO)c(=O)c2cc3c(cc21)OCO3	-3.0	-16	106	-11	-2	-2.1	-2.0	-8	3	0.0	11
CC(OC(=O)Cc1c[nH]c2ccccc12)C(=O)Nc1ccccc1F (stereo not drawn)	-2.4	-9	99	x	9	0.2	2.5	44	-4	1.4	-1
CCCNC(=O)C1CCN(c2cc(-c3ccccc3)nc3ncnn23)CC1	1.9	-18	104	10	-14	-1.3	2.8	0	5	-0.2	7
O=[N+]([O-])c1ccccc1C(O)Cc1ccccn1 (stereo not drawn)	x	x	95	-5	-5	-2.0	0.2	-14	1	x	10
CC1(C)Oc2ccccc2OC1(O)c1ccc2ccccc2n1 (stereo not drawn)	3.0	15	100	17	2	4.4	1.4	9	-1	0.0	-20
CCn1cc(/C=C/C(=O)NCc2c(C)nn(C)c2C)cn1	0.6	-6	107	-25	8	0.0	1.3	5	-2	-0.8	0
O=C(NC(=S)Nc1cccc2ncccc12)c1cccs1	2.4	1	97	-13	2	-2.1	3.2	8	3	0.0	11
Cc1cccc(N2CCN(C(=O)C3CCC(CNS(=O)(=O)c4cccs4)CC3)CC2)c1C (stereo not drawn)	4.5	-3	110	-20	4	4.8	2.3	-2	3	-2.5	-25
CNC(=S)N/N=C/c1ccc(C(C)C)cc1	2.2	14	99	4	-2	-0.4	1.9	20	2	2.4	2
O=C(Cc1cccs1)Nc1nnc(C2CC2)s1	2.0	-11	125	x	10	-1.2	-1.3	3	1	0.0	6
Cc1ccc(-n2cc(-c3ccccc3)[nH]c2=O)cc1F	2.6	5	x	-11	-2	-5.4	-0.7	1	-9	1.0	23
CC(OC(=O)c1ccc(F)c(S(=O)(=O)N2CCOCC2)c1)C(=O)NC1CCCC1 (stereo not drawn)	x	x	105	-22	-2	-2.3	-1.9	8	-2	x	12
CC12CN3CC(C)(CN(C1)C3c1ccccc1Cl)C2O (stereo not drawn)	-1.1	x	98	17	0	-0.8	1.1	-3	0	0.6	5
COc1ccc(-c2cn3cccnc3n2)cc1NC(=O)c1cccs1	1.1	-2	109	5	1	-0.9	1.0	8	15	-1.3	4
O=C(NCc1ccccc1CN1CCCC1)c1cccc(S(=O)(=O)N2CCCC2)c1	0.4	5	103	12	-8	-3.9	-1.3	12	-3	-0.7	16
Cc1onc(-c2ccccc2Cl)c1C(=O)N/N=C(\N)COc1ccc(Cl)cc1	5.8	-2	98	12	-8	-2.8	8.4	-16	-3	1.9	12
CCc1ccc2oc(C(=O)NCc3ccncc3)c(C)c2c1	1.4	201	104	x	8	0.0	3.0	-8	0	-0.8	0
Cc1ccnc(Nc2nc3ccccc3s2)n1	1.7	107	99	-42	-2	-0.1	1.4	36	-1	0.6	1
CC(C)(C)S(=O)(=O)N1Cc2cc(CO)cc(CCO)c2[C@@H]1CCO	x	x	101	-6	-11	-3.0	4.2	1	-3	x	14
Cc1cc(C(=O)OCC(=O)NC2CCCC(C)C2C)c(C)o1 (stereo not drawn)	0.5	11	96	19	-10	2.4	-0.2	-5	-8	1.1	-10
COC(=O)c1ccc(NC(=O)c2ccccc2-c2ccccc2C(=O)O)cc1	1.1	-5	95	25	-9	0.7	4.1	9	0	1.1	-3
Cc1onc(-c2ccccc2Cl)c1C(=O)OCC(=O)Nc1cccc(S(=O)(=O)N(C)C)c1	1.1	-3	93	-8	0	-2.0	2.5	-12	1	2.1	9
CCCN(CCC)C(=O)CP(=O)(c1ccccc1)c1ccccc1	2.0	-19	94	x	-2	-1.6	2.4	4	9	-3.5	8
CCOc1ccc(CN(C(=O)c2cc3ccccc3oc2=O)C2CCS(=O)(=O)C2)cc1 (stereo not drawn)	0.3	451	114	8	-2	-2.2	1.1	3	-3	-0.4	12
O=S(=O)(c1ccc(F)cc1)N1CCN(CC(O)COCC2CCCO2)CC1 (stereo not drawn)	x	x	90	10	4	-3.2	1.3	1	-14	x	18
CC(C)(C)c1cc(NC(=O)c2ccc(OC3CCCC3)cc2)no1	0.7	1	85	-17	12	1.1	5.0	-4	-6	2.5	-6
CCOC(=O)C(Sc1ncn[nH]1)c1ccccc1 (stereo not drawn)	2.8	429	101	13	5	-1.9	5.3	22	-1	-1.4	9
CCC(C)/C(C)=N/NC(=O)CSc1nc2ccccc2[nH]1 (stereo not drawn)	0.7	-5	105	-5	-4	-3.8	2.8	x	-8	-1.1	18

Screening results: PubChem, several laboratories
